GSK3A inh – human GSK-3 alpha kinase inhibition. P49840. ADP-Glo luminescence, 60 min. inhibition, % at 10 µM. hit rate 0.1% among 320,000. AID 2650;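 in the data active = inhibition above about 50%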;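 note: GST-tagged GSK-3 alpha with peptide substrate and 25 µM ATP; 0% = DMSO neutral wells and 100% = GW8510 positive control wells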
Target sequence (P49840 whole entry, looked up): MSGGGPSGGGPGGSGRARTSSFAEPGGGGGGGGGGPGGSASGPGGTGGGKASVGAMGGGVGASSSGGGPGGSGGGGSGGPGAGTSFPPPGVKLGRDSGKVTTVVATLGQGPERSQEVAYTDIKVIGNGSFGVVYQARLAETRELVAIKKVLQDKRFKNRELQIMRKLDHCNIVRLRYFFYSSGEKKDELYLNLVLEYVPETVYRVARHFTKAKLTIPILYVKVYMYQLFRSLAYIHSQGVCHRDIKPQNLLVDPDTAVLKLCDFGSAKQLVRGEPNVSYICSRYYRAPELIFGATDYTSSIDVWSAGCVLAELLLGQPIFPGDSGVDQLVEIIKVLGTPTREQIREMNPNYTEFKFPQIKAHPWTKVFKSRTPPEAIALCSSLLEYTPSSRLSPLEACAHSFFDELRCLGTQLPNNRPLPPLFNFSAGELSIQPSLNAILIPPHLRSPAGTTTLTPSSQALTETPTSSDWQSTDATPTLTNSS
HSF1 inh – HSF1 inhibition; NIH3T3-HGL HSE-luciferase, MG132-induced, luminescence 8 h; active compounds read low; activity change, negative = inhibition, % at 7.5 µM (by protocol); hit rate 0.77% among 300,000;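 active = more than half of replicate wells show activity change below -50%, luminescence cut by over half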;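 note: luciferase reports HSF-1 transcriptional activity via heat shock element; 0% = median of DMSO wells and -100% = zero luminescence signal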
aSyn UTR inh – MLPCN primary screen, SNCA 5' untranslated region. alpha-synuclein 5'UTR reporter, inhibitor activity. inhibition, % (tested at 7.5 µM). hit rate 0.82% among 300,000; in the data active = inhibition above about 60%;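 note: H4 neuroglioblastoma cells stably carrying SNCA 5'UTR luciferase fusion; 0% = DMSO wells and 100% = positive control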
KLF5 inh – inhibitors of KLF5 expression; AID 1700; DLD-1 KLF5 promoter-luciferase reporter, luminescence; inhibition, % at 5 µM; hit rate 0.23% among 290,000;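 active = inhibition above a per-plate limit of that plate's mean compound inhibition plus 3 SD, cut at about 60% in these data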;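 note: 0% = DMSO wells and 100% = LY294002 at 200 µM; higher means less KLF5 promoter-driven luciferase light; inactives centre near -14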
AI-2 QS modul – modulators of Vibrio harveyi AI-2 quorum sensing system; Vibrio harveyi JMH597 AI-2 luminescence/OD600 ratio, 9 h; active compounds read low; strain lacks LuxN and CqsS sensors; 0 = neutral-control median; activity change, % at 7.5 µM; hit rate 0.4% among 300,000; AID 2094; in the data active = activity change below about -75%, passing the limit was not always enough;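 note: luminescence divided by OD600 gain over 9 h not by final OD600 alone; inactives centre near 13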
PolyA inhibitor – yeast polyadenylation inhibition; S. cerevisiae SKY197-pL101 polyadenylation reporter, beta-gal luminescence; efflux-impaired pdr1/pdr3 knockout yeast; score 100 = 6 SD above DMSO; hit rate 0.02% among 300,000; calls only at 12 µM;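 active = lowest replicate activity score at least 50, where 100 means six control SD above control mean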;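 note: yeast exposed to compound for 9 h at 30 °C; higher score means more reporter readthrough which indicates perturbed polyadenylation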
HSF1 activator – increases HSF-1 driven luciferase reporter signal | NIH3T3-HGL HSF-1 luciferase reporter, MG132, 8 h; 100% = twice DMSO control signal | activation, % at 9 µM | hit rate 1.7% among 300,000;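 active = mean replicate activation of at least 50% with a set share of replicates each reaching 50%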;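 note: 0% = median of the neutral control wells and 100% = twice that signal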
HSP90 refold inh – blocks HSP90-mediated luciferase refolding in reticulocyte lysate. Rabbit reticulocyte lysate, luciferase refolding luminescence, 3 h. inhibition, % at 5.6 µM. hit rate 0.91% among 290,000;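 active = inhibition above the screen-wide mean plus 3 SD, computed separately per campaign, cut at about 16% in these data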;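 note: 0% = DMSO wells and 100% = 60 µM geldanamycin wells; inhibitors lower the luminescence because luciferase stays unfolded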
IEC-6 tox – IEC-6 cytotoxicity, counter-screen for KLF5 inhibitors; luminescence viability; inhibition, % at 5 µM; hit rate 0.78% among 290,000; in the data active = inhibition above about 22%;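 note: 0% = plate median of test compound wells and 100% = cytotoxic reference compound wells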
GSK3B inh – human GSK3beta kinase inhibition. P49841. GST-GSK3beta kinase, ADP-Glo luminescence, 60 min; active compounds read low. activity score (negative = inhibition), % at 10 µM. hit rate 0.038% among 300,000. AID 2097;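 active = more than half of replicate wells score below -50%, meaning over 50% inhibition versus plate controls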;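 note: 0% = median DMSO wells and -100% = median GW8510 positive control wells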
Target sequence (P49841 whole entry, looked up): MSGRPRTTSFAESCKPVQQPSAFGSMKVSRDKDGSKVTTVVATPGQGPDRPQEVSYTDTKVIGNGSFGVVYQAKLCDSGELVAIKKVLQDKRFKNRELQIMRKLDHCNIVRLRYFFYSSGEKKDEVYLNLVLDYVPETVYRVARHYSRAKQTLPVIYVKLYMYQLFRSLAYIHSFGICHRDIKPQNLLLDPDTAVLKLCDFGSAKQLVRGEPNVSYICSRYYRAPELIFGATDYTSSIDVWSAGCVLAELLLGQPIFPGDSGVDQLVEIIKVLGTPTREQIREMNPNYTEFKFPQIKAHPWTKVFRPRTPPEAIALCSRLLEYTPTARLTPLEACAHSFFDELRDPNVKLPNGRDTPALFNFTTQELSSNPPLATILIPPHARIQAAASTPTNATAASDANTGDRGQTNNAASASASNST
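Assay system: GST-fused GSK3beta enzyme, cell-free / Medium: Tris pH 7.5 buffer with MgCl2, DTT, BSA, heparin / Also added: peptide substrate plus 25 µM ATP (final) / Compound: 10 µM single point / Timing: kinase reaction with compound 60 min at room temperature / Detection: ADP-Glo luminescence / Benchmarks: DMSO neutral wells and GW8510 at 20 µM as positive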
* = called active by the depositor; i = inactive; . = no result given. An excerpt, so the mix of outcomes need not match the whole.

SMILES	GSK3A inh	HSF1 inh	aSyn UTR inh	KLF5 inh	AI-2 QS modul	PolyA inhibitor	HSF1 activator	HSP90 refold inh	IEC-6 tox	GSK3B inh
COc1cc(/C=C2\C(=N)N3N=C(N4CCOCC4)SC3=NC2=O)ccc1OC(=O)c1ccccc1	-1	5	11	-7	68	i	0	1	2	3
O=C1C2C3C=CC(C4CC34)C2C(=O)N1Cc1ccccc1 (stereo unspecified)	-7	3	2	-56	-8	i	12	0	-4	-1
c1ccc(OCCCn2nnc(-c3ccc(N4CCOCC4)cc3)n2)cc1	2	16	-14	-14	6	i	5	3	2	0
O=C(Nc1ccccc1)Nc1nc(-c2ccccc2)cs1	-2	-9	-88	-33	17	i	3	0	-1	0
C=CCNC(=O)C1CC=CCC1C(=O)O (stereo unspecified)	4	-12	-6	-11	18	i	-5	-1	-6	1
CC1C(=O)N2CCCc3cc(NC(=O)C(=O)NCCc4c[nH]c5ccccc45)cc1c32 (stereo unspecified)	-4	2	22	.	-10	i	9	.	.	-2
Cc1sc(NC(=O)c2ccccc2)c(C#N)c1-c1ccccc1	-3	33	-141	-142	12	i	57*	-1	10	5
COc1ccc(C)cc1S(=O)(=O)N(C)CC(N)=O	3	-5	-3	6	-4	i	16	0	-4	0
CC(C)NC(=O)Cn1c(SCC(=O)N2CCCCCC2)nc2ccccc21	-2	-5	-13	5	35	i	-10	9	6	-1
CCn1cc(Br)c(C(=O)Nc2cccc(SC)c2)n1	0	14	-141	17	12	i	13	2	4	4
CCC(C)[C@@H](N)C(=O)N/N=C/c1cccc2nccnc12 (stereo partly specified)	6	-3	3	-3	19	i	-4	3	6	3
O=C(CSc1nnc(Cc2cc(=O)[nH]c(=O)[nH]2)n1-c1ccc(F)cc1)NC1CCCC1	-2	-4	-5	-17	17	i	-1	-2	7	1
Cc1ccc2nc(Nc3ccc(F)cc3)c3nncn3c2c1	0	3	37	-43	22	i	-5	-4	-7	-1
Cc1onc(C(=O)Nc2ccccc2C(F)(F)F)c1[N+](=O)[O-]	.	-1	6	-24	11	i	-9	-2	-2	-6
CCCc1cc(=O)[nH]c(SCC(=O)NC2CCCCC2)n1	-1	2	5	-8	16	i	-6	6	-1	-4
O=c1c2cn[nH]c2[nH]c(=S)n1-c1ccccc1Cl	0	15	-1	-20	-3	i	-1	-3	-3	4
COCC(C)n1c(C)cc(C(=O)COC(=O)CCc2nc3ccccc3c(=O)[nH]2)c1C (stereo unspecified)	-3	-4	-13	-38	0	i	-16	-1	-10	4
Cc1cccc(NC(=O)CN2C(=O)S/C(=C\c3ccc(-c4cccc(C(=O)O)c4C)o3)C2=O)c1	-1	0	15	-18	36	i	5	0	-5	2
Cc1ccc2cc(C#N)c(SCC(=O)N3CCCC3)nc2c1	-1	2	-81	-13	8	i	-17	-2	0	2
CC1(C)Cc2c(cnn2-c2cccc(F)c2)C(NC(=O)c2cc[n+]([O-])cc2)C1 (stereo unspecified)	1	-1	-6	0	6	i	-6	0	1	0

Marked active in HSF1 activator (from the list above):
canonical_smiles,GSK3A inh,HSF1 inh,aSyn UTR inh,KLF5 inh,AI-2 QS modul,PolyA inhibitor,HSF1 activator,HSP90 refold inh,GSK3B inh
Cc1sc(NC(=O)c2ccccc2)c(C#N)c1-c1ccccc1,-3,33,-141,-142,12,i,57*,-1,5

Next section:
SMILES	GSK3A inh	HSF1 inh	aSyn UTR inh	KLF5 inh	AI-2 QS modul	PolyA inhibitor	HSF1 activator	HSP90 refold inh	IEC-6 tox	GSK3B inh
Cc1ccc(NC(=O)CC2(CC(=O)O)CCCC2)cc1	-4	-3	9	-33	8	i	-1	-2	2	4
Cc1ccc(-c2n[nH]c(=O)c3ccccc23)cc1S(=O)(=O)NC(C)(C)C	0	4	22	-41	20	i	27	0	4	0
Cc1ccc(CNC(=O)COC(=O)CCC(=O)c2cccs2)cc1	-1	3	3	-23	-4	i	5	-1	-2	3
COc1ccc(N2CCN(C(=O)c3ccccc3N(C)S(=O)(=O)c3ccccc3)CC2)cc1	-1	-1	14	-14	6	i	5	2	2	0
CC(C)NC(=O)C1CCN(Cc2cccc(Oc3ccccc3)c2)CC1	-1	5	11	-66	29	i	26	1	-5	-1
Cc1c(C(=O)N2CCCCCC2)c(S(=O)(=O)Nc2ccc(F)cc2)c(C)n1C	-1	9	8	-13	19	i	15	-7	-1	4
COC(=O)CSc1nnc(-c2cnccn2)n1C	0	-3	-28	-9	13	i	-8	0	0	2
O=C(NCc1ccc(F)cc1)c1cccnc1C(=O)O	-1	-8	-12	-24	9	i	-15	-1	2	1
CCOc1cccc2sc(N(CCN(CC)CC)C(=O)c3cccc(N4C(=O)CCC4=O)c3)nc12	-3	-3	4	.	23	i	-11	.	.	1
CCCc1cc(=O)[nH]c2nnc(SCC(=O)Nc3nnc(CC)s3)n12	.	-1	-2	.	23	i	23	.	.	2

An excerpt of these results, field by field:
> COc1ccc(N2CCN(C(=O)c3ccccc3N(C)S(=O)(=O)c3ccccc3)CC2)cc1
  GSK3A inh: -1	HSF1 inh: -1	aSyn UTR inh: 14	KLF5 inh: -14	AI-2 QS modul: 6	PolyA inhibitor: i	HSF1 activator: 5	HSP90 refold inh: 2	IEC-6 tox: 2	GSK3B inh: 0
> CC(C)NC(=O)C1CCN(Cc2cccc(Oc3ccccc3)c2)CC1
  GSK3A inh: -1	HSF1 inh: 5	aSyn UTR inh: 11	KLF5 inh: -66	AI-2 QS modul: 29	PolyA inhibitor: i	HSF1 activator: 26	HSP90 refold inh: 1	IEC-6 tox: -5	GSK3B inh: -1

Further results
SMILES	GSK3A inh	HSF1 inh	aSyn UTR inh	KLF5 inh	AI-2 QS modul	PolyA inhibitor	HSF1 activator	HSP90 refold inh	IEC-6 tox	GSK3B inh
CCCSCCCNC(=O)CN1C(=O)COc2ccc(S(=O)(=O)N3CCCC3)cc21	.	-2	17	-9	14	i	2	0	-8	-3
COc1ccc2cc(CCNS(=O)(=O)c3ccc(NC(C)=O)cc3)c(=O)[nH]c2c1	0	2	10	5	10	i	9	-4	3	-1
CC(=O)n1cc(Nc2ccccc2C(=O)O)c2ccccc21	0	-7	33	-5	21	.	3	8	3	-1
Fc1cccc(Cl)c1CNC(c1ccccc1)c1ccccc1	-4	6	-8	-59	36	i	-4	2	-2	1
CCOC(=O)C1CCN(C(=O)Cc2c(C(=O)O)[nH]c3ccccc23)CC1	-2	0	14	0	8	i	46	0	2	2
COCCn1c(SCC(=O)NC2CCCC2)nc2cccnc21	1	-6	-10	-13	33	i	-5	3	4	2
CC(=O)C1=C(O)CC(C)(C)CC1=NCCc1nc2ccccc2[nH]1	0	1	5	-26	3	i	9	1	4	2
O=C(CN1C(=O)COc2ccc(Cl)cc21)N1CCCCC1	-1	-10	-8	-27	15	i	2	-4	0	2
CCCn1c(N)c(N(CCOC)C(=O)c2cccc(C(F)(F)F)c2)c(=O)[nH]c1=O	0	1	-13	-15	12	i	6	2	0	1
c1ccc2c(c1)[nH]c1nc3nncn3nc12	-2	-3	2	-8	16	i	3	0	2	1
O=C(Nc1cccnc1)Nc1ccccc1Cl	3	-5	-72	-29	-1	i	14	-2	-5	-3
Cn1cc(-c2nnnn2-c2ccc(Cl)cc2)c(=O)c2ccccc21	.	-6	14	4	41	i	2	1	3	0
CCO[C@H]1OC(C(=O)Nc2ccccc2)=C[C@@H](C2CC2)[C@@H]1CCCO	-1	1	9	-23	22	i	3	8	-2	2
CCn1c(=O)cc(OCC(=O)Nc2cc(C)ccn2)c2ccccc21	7	6	-12	-5	31	i	1	4	2	-2
O[C@@H]1CN(C2CCCCC2)CC[C@H]1N1CCN(CCc2ccccc2)CC1	-1	-4	-15	-17	7	i	-9	-3	-3	1
O=C(Oc1ccc(Cl)c2cccnc12)c1ccco1	.	-6	11	-10	4	i	-10	1	-1	2
COc1cc(CNn2c(C)n[nH]c2=S)cc(Cl)c1OCc1ccccc1	-1	1	37	-2	79	i	-4	-1	2	-2
CCOC(=O)C1=C(COC(=O)/C=C/c2ccccc2Cl)NC(=O)NC1C (stereo unspecified)	1	6	-70	-3	-32	i	13	-5	-6	-2
O=C(Nc1ccc(F)c(F)c1)c1ccc2c(c1)OCO2	-3	13	-156	-100	10	i	34	0	-1	-2
CC(C)(C)c1cc(CCC(=O)NNC(=O)c2ccco2)cc(C(C)(C)C)c1O	-1	-9	-9	-22	7	i	5	-2	-2	5
CC1(C)Cc2cccc(OCC(=O)NCc3cccs3)c2O1	-3	3	8	.	8	i	0	.	.	2
CCOc1ccc(C(=O)NCC2CCCN2S(=O)(=O)c2cccs2)cc1 (stereo unspecified)	-2	2	1	.	14	i	-3	.	.	5
Cc1ccc([N+](=O)[O-])cc1S(=O)(=O)N(C(=O)c1ccncc1)c1ccc2oc3c(c2c1)CCCC3	-1	4	-8	1	34	i	12	-4	8	0
CCOC(=O)/C=c1\s/c(=C\c2c(OC)ccc3ccccc23)c(=O)n1CC(=O)NCC1CCCO1 (stereo unspecified)	1	-22	71*	-6	31	i	-13	3	0	-4
O=C(NC1CCCC1)C(c1ccccn1)N(C(=O)c1csnn1)c1ccccc1 (stereo unspecified)	-1	-4	-22	-28	3	i	2	-2	-1	1
O=C(NNc1cccc(Cl)n1)C1CC1	-2	-8	-4	3	19	i	-12	-2	-6	1
COC(=O)c1ccc(Nc2c([N+](=O)[O-])ccc3nonc23)cc1	-2	-6	15	-12	15	i	-5	0	-5	0
COc1ccc(C)cc1-n1nnnc1SCn1nnc2ccccc2c1=O	0	-4	25	7	6	i	2	-2	-4	5
O=C(O)COc1ccc(Br)cc1CP(=O)(c1ccccc1)c1ccccc1	-1	-5	-5	-1	-8	i	-8	7	1	-1
C=CCn1c(SCC(=O)N2CCOCC2)nnc1C(C)NC(=O)c1ccccc1 (stereo unspecified)	-1	0	10	-27	12	i	-14	-2	6	-8

Molecules from the list above that have a thiophene ring, fused or not (4):
SMILES	GSK3A inh	HSF1 inh	aSyn UTR inh	KLF5 inh	AI-2 QS modul	PolyA inhibitor	HSF1 activator	HSP90 refold inh	IEC-6 tox	GSK3B inh
Cc1sc(NC(=O)c2ccccc2)c(C#N)c1-c1ccccc1	-3	33	-141	-142	12	i	57*	-1	10	5
Cc1ccc(CNC(=O)COC(=O)CCC(=O)c2cccs2)cc1	-1	3	3	-23	-4	i	5	-1	-2	3
CC1(C)Cc2cccc(OCC(=O)NCc3cccs3)c2O1	-3	3	8	.	8	i	0	.	.	2
CCOc1ccc(C(=O)NCC2CCCN2S(=O)(=O)c2cccs2)cc1 (stereo unspecified)	-2	2	1	.	14	i	-3	.	.	5
